Bioassay records: PubChem BioAssay, several laboratories
Ecoli viability: bacterial growth inhibition, counter-screen for AddAB inhibitors. inhibition, % at 11.9 µM. E. coli V3065 growth, OD600 absorbance, 18 h. actives 0.27% (n = 330,000);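 active = inhibition above the campaign's mean inhibition across all tested compounds plus 3 SD, cut at about 9.9% in these data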;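 also: uninfected addAB+ strain grown without phage in ampicillin broth; 0% = DMSO wells and 100% = ciprofloxacin 0.95 µg/ml wells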
CDK5 p35 inh: blocks human CDK5/p35 kinase activity; actives 0.01% (n = 330,000); Q00535+Q15078; Recombinant CDK5/p35, ADP-Glo luminescence, 60 min; inhibition, % at 10 µM; AID 488839;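 active = highest replicate inhibition of at least 50% and at least 75% of replicates reaching 50%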;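 also: plate controls were DMSO neutral control for no effect and GW8510 at 10 µM for full effect; many of its hits are not listed in these tables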
HTR5A inv ctr: inverse agonist of human HTR5A in OPRM1-OPRD1 counter-screen; inhibition, % at 9.3 µM; AID 504634; actives 0.083% (n = 340,000); HTR5A cell line, luminescence, inverse agonism; in the data active = inhibition mostly above about 23%, no sharp cut-off; inactive = mostly below about 18%;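 also: 0% = cells with DMSO and 100% = no-cell wells with DMSO; some compounds called inactive have numbers as strong as hits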
Target sequence (P47898 whole entry, looked up): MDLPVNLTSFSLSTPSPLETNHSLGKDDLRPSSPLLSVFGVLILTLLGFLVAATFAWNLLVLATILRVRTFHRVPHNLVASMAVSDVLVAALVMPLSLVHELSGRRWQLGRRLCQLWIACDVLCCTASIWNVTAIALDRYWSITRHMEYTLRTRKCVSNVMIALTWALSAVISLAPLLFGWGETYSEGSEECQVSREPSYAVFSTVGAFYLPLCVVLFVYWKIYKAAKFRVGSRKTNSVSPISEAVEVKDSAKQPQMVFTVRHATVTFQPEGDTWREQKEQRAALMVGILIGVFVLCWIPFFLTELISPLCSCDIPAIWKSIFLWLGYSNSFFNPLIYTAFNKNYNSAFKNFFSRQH
Mot1-301 SUMO: blocks SUMOylation pathway, rescuing yeast Mot1-301 growth | S. cerevisiae Mot1-301 growth rescue, ATP luminescence, 38.5C; percent above DMSO median, 100 means doubled | AID 2716 | growth rescue, % at 18.8 µM | actives 1% (n = 320,000);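 active = every valid replicate shows activation above 250% relative to neutral control wells; inactive = the rest, any valid replicate at or below 250%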;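 also: OY570 slx delta 5 strain wells were the positive control but not used for scaling; some compounds called inactive have numbers as strong as hits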
Tat transport: E. coli Tat transport inhibition | actives 0.036% (n = 340,000) | E. coli MC4100 TorA-mCherry Tat export, fluorescence | AID 488895 | inhibition, % at 10 µM;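 active = mean replicate inhibition at least 50% and at least half of replicates individually reaching 50%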;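 also: exported cargo escapes ClpAP degradation while cytoplasmic cargo is degraded and loses fluorescence; 0% = median of neutral control wells and 100% = median of NaSCN control wells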
HTR5A ag: counter-screen for OPRM1-OPRD1 agonists: human HTR5A agonism; P47898; HTR5A agonist assay, luminescence, cell-based; activation, % at 9.3 µM; actives 0.61% (n = 340,000); in the data active = activation mostly above about 9.5%, no sharp cut-off; inactive = mostly below about 7.6%;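 also: 0% = cells with vehicle only and 100% = reference agonist; strong numbers were not always called active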
phage Ecoli inh: E. coli growth loss with phage present | AID 651602 | growth absorbance | actives 0.26% (n = 360,000) | inhibition, % at 11.9 µM; in the data active = inhibition above about 11%
AddAB inh: less growth of phage-infected E. coli with AddAB | AID 435030 | inhibition, % at 11.9 µM | E. coli expressing H. pylori AddAB, absorbance growth | actives 0.29% (n = 330,000); in the data active = inhibition above about 12%;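 also: 0% = vehicle wells of infected cells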
DAGLB inhibitor: diacylglycerol lipase beta (human) inhibition | HEK293T DAGLB membrane lysate, EnzChek fluorogenic substrate | actives 0.059% (n = 340,000) | Q8NCG7 | inhibition, % at 5.17 µM | AID 504411; in the data active = inhibition above about 34%;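 also: 0% = enzyme with vehicle and 100% = wells lacking enzyme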
Target sequence (Q8NCG7 whole entry, looked up): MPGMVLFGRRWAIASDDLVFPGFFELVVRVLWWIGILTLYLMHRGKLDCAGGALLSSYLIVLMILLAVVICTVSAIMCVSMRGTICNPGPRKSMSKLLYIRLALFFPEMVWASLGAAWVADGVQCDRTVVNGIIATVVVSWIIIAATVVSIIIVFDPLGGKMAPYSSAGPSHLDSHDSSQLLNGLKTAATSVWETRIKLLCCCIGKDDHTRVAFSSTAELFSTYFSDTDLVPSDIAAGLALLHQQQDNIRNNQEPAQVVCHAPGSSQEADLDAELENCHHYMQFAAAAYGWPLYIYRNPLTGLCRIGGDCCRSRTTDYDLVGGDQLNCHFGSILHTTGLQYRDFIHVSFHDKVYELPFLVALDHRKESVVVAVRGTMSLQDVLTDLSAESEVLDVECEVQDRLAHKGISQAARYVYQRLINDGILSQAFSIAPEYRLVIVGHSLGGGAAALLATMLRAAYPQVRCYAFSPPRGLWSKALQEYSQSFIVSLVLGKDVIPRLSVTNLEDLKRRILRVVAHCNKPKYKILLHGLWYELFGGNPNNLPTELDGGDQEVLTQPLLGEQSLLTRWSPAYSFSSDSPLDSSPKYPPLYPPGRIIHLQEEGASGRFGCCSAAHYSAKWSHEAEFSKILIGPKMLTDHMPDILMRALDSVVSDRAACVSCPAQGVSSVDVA
PKA-R1A activ: activators of PKA-R1A complex; P00514+P68181; PKA-R1A dissociation, Cy5-IP20 fluorescence polarization; scaled: DMSO 0%, 113 µM cGMP 100%; activation, % at 11.4 µM; actives 0.083% (n = 340,000); AID 504707;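 active = percent activation above the mean of all tested compounds plus 3 SD, cut at about 19% in these data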;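 also: higher means more PKAc released from R1A so a rise in polarization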
PKA-R2B activ: PKA-R2B complex activation | PKA-R2B holoenzyme dissociation, Cy5-IP20 fluorescence polarization; R2B truncated from residue 108, S112A mutant; 0% DMSO only, 100% 113 µM cGMP | activation, % at 11.4 µM | actives 0.079% (n = 340,000);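 active = activation above a cutoff set at the mean over all compounds plus 3 SD, cut at about 18% in these data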;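 also: higher means more holoenzyme dissociation and a rise in polarization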
Active calls of the source: *; · = not tested or not shown.

molecule | Tat transport | CDK5 p35 inh | HTR5A ag | DAGLB inhibitor | PKA-R2B activ | phage Ecoli inh | PKA-R1A activ | AddAB inh | Ecoli viability | Mot1-301 SUMO | HTR5A inv ctr
COC(=O)c1c(NC(=O)CC2SC(N)=NC2=O)sc2c1CCC(C)C2 (stereo not drawn) | -4.7 | 0.7 | 4.7 | 3.8 | 5.2 | 3.7 | -2.8 | 3.7 | -1.5 | 2.2 | -30.7
C1CCC(OCCN2CCN(CCOC3CCCCC3)CC2)CC1 | -4.2 | 0.2 | -1.4 | 5.8 | 4.0 | 0.2 | 8.0 | 0.5 | -0.4 | 87.2 | 20.3
CC(NC(=O)c1ccccc1)C(=O)OCC(=O)c1ccc(Br)cc1 (stereo not drawn) | -3.4 | 0.0 | 0.1 | 1.4 | 3.7 | 1.8 | -3.1 | 2.5 | 2.3 | -19.8 | -0.4
Cc1ccc(OCC(O)CN2CCN(CCO)CC2)c(C)c1 (stereo not drawn) | 0.8 | 0.1 | 1.7 | -0.8 | -3.1 | 2.2 | 11.6 | 4.0 | -3.3 | -4.5 | -6.4
Cc1cc(NC(=O)CCC2CCCC2)no1 | -9.1 | -6.4 | 3.8 | -0.5 | -6.9 | 1.8 | -11.5 | 1.2 | 1.0 | 37.4 | -5.7
COc1ccc(OC)c(/C=C/C(=O)OCC(=O)NC2CCCCCCC2)c1 | 5.6 | 0.9 | 5.2 | -1.2 | 11.1 | 1.8 | -4.5 | 0.4 | -2.6 | 19.9 | -13.2
O=C(c1cccc2ccccc12)N1CCN(CC2CC=CCC2)CC1 (stereo not drawn) | -0.6 | -0.4 | -1.8 | -2.9 | -1.1 | 0.8 | -3.1 | 1.3 | -1.4 | 6.8 | 0.4
COc1cccc(CCNC(=O)CC2C(=O)NCCN2Cc2ccc(C)o2)c1 (stereo not drawn) | -6.9 | -6.3 | 3.6 | 1.2 | -4.4 | 1.0 | -0.8 | 1.7 | -3.3 | 15.0 | -10.3
COc1ccc(S(=O)(=O)Nc2cccc3c2O[C@H](CN(C)S(=O)(=O)c2ccc(Cl)cc2)[C@H](C)CN([C@H](C)CO)C3=O)cc1 | 2.4 | -0.8 | 4.9 | -2.8 | -2.7 | 2.6 | -14.4 | 2.1 | 0.8 | 1.4 | -3.5
CO/N=C/NC(=O)c1ccc([N+](=O)[O-])c(CS(=O)(=O)c2ccc(Cl)cc2)c1 | -1.0 | -1.8 | -0.5 | -2.7 | -7.6 | 1.1 | 2.0 | 1.1 | -1.4 | 1.0 | 1.3
CCN1CCCC1CNC(=O)CSc1cc(=O)n(C)c2cc(Cl)ccc12 (stereo not drawn) | -12.2 | -0.5 | -0.1 | -1.7 | 11.9 | -0.9 | -9.6 | 1.8 | 2.8 | · | -13.0
CCC(=O)Nc1sc(Cc2ccccc2)c(C)c1C(N)=O | 12.5 | 1.8 | -2.1 | 0.7 | -6.8 | 3.9 | 2.6 | 1.0 | 0.2 | 2.6 | 5.6
COc1cccc(/C=C2/C(=O)NN(c3ccc(Br)cc3)C2=O)c1O | -0.8 | -2.1 | -1.6 | 6.9 | -12.4 | 3.2 | -9.8 | · | · | 527.7* | 4.5
Cc1nc(-c2ccc(F)cc2)c(CC(=O)N(C)CC(=O)Nc2ccc(Cl)c(C(F)(F)F)c2)s1 | -3.9 | -1.1 | -2.3 | -3.1 | -14.3 | 0.3 | -11.6 | · | · | · | -28.3
COc1ccc(C2CC(c3cccs3)=NN2C(=O)CCC(=O)O)cc1 (stereo not drawn) | -0.5 | -1.6 | 3.5 | 1.1 | 3.5 | 3.9 | 9.7 | 1.3 | 0.4 | -0.1 | -13.1
CCOC(=O)C1CCN(C(=O)/C=C/c2cc(OC)c(OC)c(OC)c2)CC1 | -2.7 | 0.2 | 2.2 | -1.9 | 0.8 | 0.5 | -10.0 | 4.0 | 1.0 | 25.0 | -7.7
O=[N+]([O-])c1ccc(N2CCN(C(=S)Nc3cccc(F)c3)CC2)cc1 | -4.2 | 0.7 | -8.7 | 2.5 | 13.8 | 2.2 | 15.8 | 3.8 | 1.1 | 18.2 | 21.6
CC(=O)Nc1ccc(S(=O)(=O)N2CCC(NC(=O)C(Cc3cccn3C)NC(C)=O)CC2)cc1 (stereo not drawn) | -8.7 | 0.8 | 1.4 | -2.4 | 15.5 | 1.2 | 9.8 | 1.2 | 0.3 | -7.2 | -5.1
O=C(OC1CCCCC1=O)c1cc(S(=O)(=O)N2CCOCC2)ccc1F (stereo not drawn) | -7.3 | -3.1 | 2.3 | 2.0 | 4.5 | 1.2 | -7.9 | -0.2 | 0.8 | -6.5 | 16.1
O=C(CCn1c2c(c3ccccc31)CCCC2)NNC(=O)c1ccc(Cl)c([N+](=O)[O-])c1 | 9.9 | -1.0 | 1.5 | -1.4 | -3.1 | 1.3 | -19.2 | 2.9 | 0.0 | -8.4 | -51.1

Overlap with the part before: 4 compounds, then new ones.
molecule | Tat transport | CDK5 p35 inh | HTR5A ag | DAGLB inhibitor | PKA-R2B activ | phage Ecoli inh | PKA-R1A activ | AddAB inh | Ecoli viability | Mot1-301 SUMO | HTR5A inv ctr
O=[N+]([O-])c1ccc(N2CCN(C(=S)Nc3cccc(F)c3)CC2)cc1 | -4.2 | 0.7 | -8.7 | 2.5 | 13.8 | 2.2 | 15.8 | 3.8 | 1.1 | 18.2 | 21.6
CC(=O)Nc1ccc(S(=O)(=O)N2CCC(NC(=O)C(Cc3cccn3C)NC(C)=O)CC2)cc1 (stereo not drawn) | -8.7 | 0.8 | 1.4 | -2.4 | 15.5 | 1.2 | 9.8 | 1.2 | 0.3 | -7.2 | -5.1
O=C(OC1CCCCC1=O)c1cc(S(=O)(=O)N2CCOCC2)ccc1F (stereo not drawn) | -7.3 | -3.1 | 2.3 | 2.0 | 4.5 | 1.2 | -7.9 | -0.2 | 0.8 | -6.5 | 16.1
O=C(CCn1c2c(c3ccccc31)CCCC2)NNC(=O)c1ccc(Cl)c([N+](=O)[O-])c1 | 9.9 | -1.0 | 1.5 | -1.4 | -3.1 | 1.3 | -19.2 | 2.9 | 0.0 | -8.4 | -51.1
CSc1ccc(C(=O)C2CCCN(C(=O)Cc3nonc3C)C2)cc1 (stereo not drawn) | 7.2 | -0.3 | 1.1 | -0.3 | 4.3 | 3.7 | -4.6 | -0.6 | -1.8 | 22.3 | -3.0
Cn1c(SCc2nc(-c3ccc(Br)cc3)no2)nnc1-c1ccco1 | -4.9 | 0.6 | -2.3 | -1.7 | -2.7 | 5.8 | 4.0 | 0.7 | -1.4 | -3.1 | -19.1
CCOC(=O)c1c(NC(=O)CN2C(=O)NC3(CCC(C)CC3)C2=O)sc(C(=O)N(C)C)c1C (stereo not drawn) | 4.6 | 1.0 | 8.2 | 1.0 | -4.5 | 5.4 | -13.7 | -2.6 | -1.5 | 8.0 | 5.6
Cc1ccc(NC(=O)COc2coc(CN3CCc4ccccc43)cc2=O)cc1Cl | -8.0 | 1.6 | 2.4 | 0.6 | -1.0 | -3.6 | 5.3 | -0.2 | 0.3 | -9.0 | -7.3
CCn1nnnc1SCC(=O)Nc1ccc(OCc2ccccc2)cc1 | 9.7 | -7.5 | 2.5 | 1.0 | -15.1 | -0.9 | -7.4 | -1.4 | -0.1 | · | 1.4
O=C(O)c1cccc(-n2cccc2/C=C/[N+](=O)[O-])c1 | -10.3 | -0.3 | -3.1 | -0.1 | -1.9 | 3.1 | -2.9 | -1.2 | 0.6 | -8.5 | 12.8
Cc1ccc(C(=O)N2CCC(C(=O)NCc3ccco3)CC2)cc1 | -9.4 | 1.1 | 1.0 | -0.7 | -1.5 | 0.6 | 3.4 | 4.7 | 0.6 | 7.1 | -2.4
CCOc1cc(/C=N\NC(=O)c2ccc(NC(=O)C(C)(C)C)cc2)ccc1OC(=O)c1cccc(C)c1 | -11.5 | 0.5 | 10.0 | -4.2 | -1.2 | 4.3 | -0.3 | -1.8 | 1.0 | -11.1 | -31.0
COc1ccc(Cc2cc(NCc3ccccc3)c3ncn(C(C)C)c3c2)cc1 | -2.2 | 1.0 | -5.3 | 5.7 | -13.8 | -0.7 | -11.8 | 0.1 | -0.9 | 0.3 | -2.0
N#C/C(=C\c1cccnc1)c1ccccc1[N+](=O)[O-] | -6.3 | -0.1 | -1.6 | 2.3 | -3.6 | 2.1 | -7.7 | 2.9 | 1.5 | 119.1 | 4.4
COc1ccc(CC(=O)NCc2n[nH]c(=S)n2-c2ccccc2OC)cc1 | 3.1 | -1.8 | -2.3 | -0.3 | -2.5 | 0.1 | -3.9 | 1.4 | 5.6 | 424.8 | -38.7
CCOC(=O)C1=CC[C@H]2c3c(c4ccccc4n3C)C(=O)C1N2C | -1.5 | 0.9 | -2.4 | 0.1 | -2.7 | 2.8 | -8.8 | 3.7 | 0.5 | -13.7 | -2.7
O=C(CCc1ccccc1)Nc1ccc2c(c1)OCO2 | -2.0 | -0.3 | 1.3 | 0.5 | 2.4 | -0.4 | -14.4 | 0.5 | 1.8 | 5.0 | -49.2
Oc1ccccc1C1=Nc2nc3ccccc3n2C(c2ccccc2)C1 (stereo not drawn) | -2.6 | -0.7 | 2.7 | 1.4 | 1.9 | -0.2 | 5.8 | 0.9 | -1.4 | 2.5 | -7.9
CCc1ccc2oc(C(=O)Nc3cccnc3)c(C)c2c1 | -1.8 | 9.2 | -3.4 | -5.2 | -5.3 | · | -20.3 | 3.9 | -2.8 | 197.9 | 12.7
CCc1ccc(NC(=O)CCn2c(=O)oc3ccccc32)cc1 | 1.7 | -0.5 | -2.3 | -5.1 | 6.0 | 2.6 | 2.4 | -2.8 | -3.1 | -0.5 | -4.9
COCc1cc(C)nc(SCc2ccc(Br)cc2)c1C#N | 15.4 | -0.7 | -4.7 | -12.6 | -4.4 | -1.5 | 0.2 | 2.2 | 2.8 | -8.9 | -1.2
CC1(C)Cc2c(sc3nnn(Cc4ccccc4)c(=O)c23)CO1 | 1.8 | -0.8 | 3.8 | -6.7 | -8.3 | 2.4 | -9.4 | 5.7 | 0.0 | -0.6 | -7.9
O=C(CSCc1c(F)cccc1Cl)NCC1CCCO1 (stereo not drawn) | -0.2 | -1.1 | 5.5 | -0.6 | 0.1 | 2.0 | -4.7 | 0.3 | 1.6 | · | 9.8
Cc1cccc(NNC(N)=S)c1C | 4.0 | -1.9 | 0.8 | 0.1 | 3.9 | 0.5 | -0.2 | -0.2 | 0.8 | -6.9 | -2.2

A second format for part of the listing above.
Results follow in this order: Tat transport	CDK5 p35 inh	HTR5A ag	DAGLB inhibitor	PKA-R2B activ	phage Ecoli inh	PKA-R1A activ	AddAB inh	Ecoli viability	Mot1-301 SUMO	HTR5A inv ctr
> O=C(OC1CCCCC1=O)c1cc(S(=O)(=O)N2CCOCC2)ccc1F (stereo not drawn)
  -7.3	-3.1	2.3	2.0	4.5	1.2	-7.9	-0.2	0.8	-6.5	16.1
> O=C(CCn1c2c(c3ccccc31)CCCC2)NNC(=O)c1ccc(Cl)c([N+](=O)[O-])c1
  9.9	-1.0	1.5	-1.4	-3.1	1.3	-19.2	2.9	0.0	-8.4	-51.1
